# EphA4 KYL inhibition: inhibitors of EphA4 binding to KYL peptide, primary screen, biochemical, colorimetric, mouse EphA4 (AID 689); Ephrin type-A receptor 4 (Mus musculus); EphA4-AP binding to KYL peptide, pNPP A405; higher % means a stronger effect; inhibition, % at 10 µM, or IC50 in µM where a hit was titrated; 62,000 compounds, 0.1% hits; in the data active = a potency from the dose series; inactive = the rest, 99 in 100 with inhibition below about 22%
# * hit, by the source's call; & = joins results of further samples. Only part of the results is shown (hit frequency here may not be typical).
SMILES,EphA4 KYL inhibition
CC(=O)c1ccc(N2CCN(C(=S)Nc3cccc(F)c3)CC2)cc1,-5%
Brc1cccc(-c2cnc3n2CCCCC3)c1,2%
O=C1C2C3C=CC(C3)C2C(=O)N1/N=C/c1cn(Cc2ccc(F)cc2)c2ccccc12 (stereo unspecified),-6%
COc1cc(C)c(S(=O)(=O)n2ccc(C)n2)cc1C,-4%
COc1ccc(OC)c(/C=C2\C(=O)NN(c3ccccc3)C2=O)c1,-17%
Cn1ncc2c(Nc3cccc4ccccc34)ncnc21,-2%
Cc1cccc(C)c1OCC(=O)Nc1ccc(Br)cc1C(=O)O,-4%
COc1ccc(C(=O)NCC(=O)OCC(=O)N2CC(C)CC(C)C2)cc1 (stereo unspecified),-8%
CCOc1cc(NC(=S)NCC2CCCO2)c(OCC)cc1NC(=O)c1cccc(C)c1 (stereo unspecified),-6%
CCc1ccc(C2(c3ccc(CC)cc3)C(=O)NCc3ccccc32)cc1,-5%
c1cc2cc(C3=NCCN3)ccc2cc1C1=NCCN1,-11%
CCOC(=O)N1CCN(S(=O)(=O)c2cc(Br)cnc2N)CC1,-20%
CCc1ccc(-c2nc(CN3CCC(C(=O)NCc4ccccc4OC)CC3)c(C)o2)cc1,10%
O=C(NCc1n[nH]c(=S)n1-c1ccc(F)cc1)c1ccco1,-12%
COc1cc(S(=O)(=O)N2CCCCCC2)c(OC)cc1Br,6%
Cc1ccc(-n2c(CSc3nc(C)cc(C)n3)nnc2SCC(=O)N2CCCC2)cc1,-3%
N#CCCNc1ccc(OCCC#N)cc1,-4%
CC(C)Nc1nc(C#N)nc(NC(C)C)n1,-1%
COc1ccccc1NC(=O)Cn1cnc2c(cnn2-c2ccccc2)c1=O,-6%
COC(=O)CN(c1ccc(OC)cc1)S(C)(=O)=O,-3%
CCCn1c(N)c(C(c2ccc(C(=O)OC)cc2)N2CCN(c3ccccc3)CC2)c(=O)[nH]c1=O (stereo unspecified),2%
CCCn1nnc(NC(=O)c2ccc(-c3cccc(Cl)c3)o2)n1,-14%
C=CCOc1ccc(/C=C2/C(=O)N(c3ccccc3)N=C2C)cc1OCC,-9%
CCOC(=O)c1c(CN2CCN(C)CC2)oc2ccc(O)cc12,-9%
COc1ccccc1NC(=O)NCCN1C(=O)C2C3C=CC(C3)C2C1=O (stereo unspecified),-9%
SMILES,EphA4 KYL inhibition
Cc1ccc(C2=NC(C)(C)N=C2SCC(=O)Nc2ccc(Cl)cc2)cc1,-15%
Cc1ccc(NC(=O)CN2C(=O)N/C(=C/c3ccc(C)o3)C2=O)cc1,-14%
Cc1cccc(N2C(=O)S/C(=C/c3cccc([N+](=O)[O-])c3)C2=O)c1,4%
CCN(CC)CCNC(=O)COc1ccc(Cl)cc1Cl,-13%
O=C1C(=Cc2ccc(Br)cc2)C(=O)c2ccccc21,-7%
COc1ccc(CCN2C(=O)CC(C(C)c3ccccc3)C2=O)cc1OC (stereo unspecified),-4%
CN(C)S(=O)(=O)Oc1ccsc1C(=O)Nc1ccccc1Cl,-11%
CCCC(=O)Nc1nc(C)c(-c2csc(Nc3cc(OC)ccc3OC)n2)s1,-6%
COCCCn1c(SCC(=O)Nc2cccc(C(=O)OC)c2)nnc1-c1ccncc1,-8%
C=CCNC(=O)c1csc(-c2ccccc2)n1,-7%
COc1ccccc1OCC(=O)Nc1nnc(-c2ccco2)s1,8%
O=C1c2cccnc2C(=O)N1Cc1ccc2c(c1)OCO2,-7%
COC(=O)CCC(=O)Nc1sc(C)c(C)c1C(N)=O,3%
Cc1ccc(/C=N/NC(=O)c2cccs2)cc1[N+](=O)[O-],-6%
O=C1CCCC2=C1C(c1ccc(OS(=O)(=O)c3ccc(Cl)cc3)cc1)C1=C(CCCC1=O)O2,-14%
Cc1ccc(CC(=O)NCCCc2ccccc2)cc1,-2%
O=S(=O)(Nc1ccncc1)c1ccccc1,-7%
Cc1noc(C)c1S(=O)(=O)N1CCC(C(=O)N2CCC(N3CCCCC3)CC2)CC1,4%
CC(=O)c1c(C)[nH]c(C(=O)Nc2ccc(C)cn2)c1C,-2%
Nc1cc(N)nc(SCC(=O)NCC2CCCO2)n1 (stereo unspecified),-12%
CC(=O)N1CCN(c2ccc(NC(=O)c3cccc([N+](=O)[O-])c3)cc2)CC1,-3%
Cc1c2cnn(CC(=O)O)c(=O)c2c(C)n1Cc1ccccc1,-6%
Cc1ccc(OCC(=O)n2cnnc2N)cc1,5%
Cc1ccc(C)c(Cc2c(C)nc3c(C(=O)NCc4ccc5c(c4)OCO5)cnn3c2C)c1,-7%
COc1ccc(Cl)cc1NC(=O)CN1C(=O)CSC1=O,-10%
SMILES,EphA4 KYL inhibition
CCOc1ccc(NC(=S)NC(=O)c2ccc(OC)cc2)c([N+](=O)[O-])c1,-9%
COc1ccc(/C=N/NC(=O)c2nc(-c3ccccc3)cc(-c3ccccc3)n2)cc1OC,-12%
Cc1ccc(N(CC(=O)NCc2cccs2)S(=O)(=O)c2cccs2)cc1,-6%
CC(=O)c1cccc(NC(=S)NC(=O)C(C)C)c1,-18%
O=C(CN(Cc1ccccc1)C(=O)CCC(=O)Nc1nccs1)NCc1ccco1,-17%
O=C(CSc1nnc(Cc2ccccc2)n1Cc1ccco1)NC1CCCC1,-2%
CC(C)Sc1nc2c(c(=O)[nH]c(=O)n2C)n1CCc1ccccc1,-23%
COc1cccc(NC(=O)c2ccccc2-c2nc(-c3cccc(C)c3)no2)c1,4%
O=C1c2[nH]nc(-c3ccccc3O)c2C(c2cccc(O)c2)N1Cc1ccco1 (stereo unspecified),-10%
CC1(C)Cc2c(C#N)c(N3CCOCC3)nc(Cc3ccccc3)c2CO1,-5%
C(=N\n1cnnc1)/c1cn(-c2cccs2)nc1-c1ccccc1,10%
CCOC(=O)C1CCCN(CC(O)COc2ccccc2C(C)=O)C1 (stereo unspecified),3%
CC1CN=C(N(C(=O)Nc2ccccc2)c2ccc(F)cc2)S1 (stereo unspecified),-3%
Cc1cccc(Cc2cnc(NC(=O)CN3C(=O)/C(=C/c4ccccc4)SC3=S)s2)c1,-4%
O=C(N/N=C/c1ccccc1Cl)c1ccc(F)cc1,-11%
O=C(c1ccco1)N1CCN(C(c2ccccc2)c2ccccc2)CC1,20%
O=C(NC1CCCCC1)/C(=N\O)c1ccccn1,5%
CCCCn1c(NC(C)=O)c(C#N)c2nc3ccccc3nc21,11%
O=C(CSc1nnc(CNc2ccccc2)o1)N1CCCc2ccccc21,3%
CCOC(=O)C1CCCN(C(=O)C2CCCN(S(=O)(=O)c3ccc4c(c3)oc(=O)n4C)C2)C1 (stereo unspecified),-16%
O=C(NCc1ccc(Cl)cc1Cl)C(=O)N1CCCCC1,-10%
CSc1ccc(/C=C/C(=O)c2ccc(NC(=O)Cc3ccccc3)cc2)cc1,-7%
Cc1ccc2[nH]c3c(=O)n(CCN4CCOCC4)cnc3c2c1,5%
CC(C)(C)NC(=S)Nc1ccc(Nc2ccccc2)cc1,1%
CCC(C)[C@H](NC(=O)Nc1ccc(Oc2ccccc2)cc1)C(=O)O (stereo partly specified),-4%

# Rewritten with tabs: part of the list above
molecule	EphA4 KYL inhibition
O=C(NCc1ccc(Cl)cc1Cl)C(=O)N1CCCCC1	-10%
Cc1ccc2[nH]c3c(=O)n(CCN4CCOCC4)cnc3c2c1	5%
CCC(C)[C@H](NC(=O)Nc1ccc(Oc2ccccc2)cc1)C(=O)O (stereo partly specified)	-4%
O=C(CSc1nnc(Cc2ccccc2)n1Cc1ccco1)NC1CCCC1	-2%
Cc1ccc(N(CC(=O)NCc2cccs2)S(=O)(=O)c2cccs2)cc1	-6%
CCOC(=O)C1CCCN(C(=O)C2CCCN(S(=O)(=O)c3ccc4c(c3)oc(=O)n4C)C2)C1 (stereo unspecified)	-16%
CCOc1ccc(NC(=S)NC(=O)c2ccc(OC)cc2)c([N+](=O)[O-])c1	-9%

# Entries above that contain a COOH group, in the order listed:
SMILES,EphA4 KYL inhibition
Cc1cccc(C)c1OCC(=O)Nc1ccc(Br)cc1C(=O)O,-4%
Cc1c2cnn(CC(=O)O)c(=O)c2c(C)n1Cc1ccccc1,-6%
CCC(C)[C@H](NC(=O)Nc1ccc(Oc2ccccc2)cc1)C(=O)O (stereo partly specified),-4%

# The listing continues:
SMILES,EphA4 KYL inhibition
O=C(Nc1ccc2oc(-c3ccccc3)nc2c1)c1ccncc1,-7%
CCOC(=O)c1c(NC(=O)Cn2nnc(-c3ccccc3Cl)n2)sc(C)c1C,-7%
CC1(C)CC(=O)C=C(NCCCNC2CCCCC2)C1,12%
N#Cc1c(-c2ccncc2)c2c([nH]c1=S)CCCC2,-12%
O=C(NCCc1ccccc1)c1cccnc1,0%
COc1cc(N2C(=O)CSC23C(=O)Nc2ccccc23)cc(OC)c1OC (stereo unspecified),-8%
CN(C)c1ccc(/C=c2\sc3nc(-c4ccccc4)nn3c2=O)cc1,-6%
CCCC(=O)NC(c1ccc(C)cc1)c1c(OC(C)=O)ccc2ccccc12 (stereo unspecified),21%
O=C(N/N=C\c1ccc(Sc2ccccn2)o1)c1cccc(Br)c1,-9%
Cc1nn(CC(=O)Nc2nnc(CC(=O)N3CCCC3)s2)c(=O)c2ccccc12,-4%
CC12COC3(C(=O)Nc4nccs4)CC1CCC32C (stereo unspecified),-15%
CSc1ccc(S(=O)(=O)N(CC(=O)Nc2ccc(C(C)=O)cc2)c2ccc(C)cc2)cc1,3%
CCC(=O)Nc1ccc(C(=O)CSc2nnc(-c3ccc(O)cc3)n2CC2CCCO2)cc1 (stereo unspecified),7%
Nc1c(C(=O)Nc2ccccc2)sc2nc3c(c(-c4ccco4)c12)CCCC3,-6%
O=C(Cc1ccc(F)cc1)Nc1c2c(nn1-c1cccc(Cl)c1)CS(=O)C2 (stereo unspecified),-5%
Cc1cccc(N2CCN(S(=O)(=O)c3ccc4c(c3)n(C)c(=O)c(=O)n4C)CC2C)c1 (stereo unspecified),0%
Cc1ccc2cc(C=C(C#N)C#N)c(N3CCCCC3)nc2c1,24µM*
CC1=NN(C(=S)c2ccccc2)C(C)(O)C1 (stereo unspecified),5%
CC(C)c1ccc(C(=O)CC2(O)C(=O)N(CN3CCOCC3)c3ccccc32)cc1 (stereo unspecified),-3%
CC(C)(C)C(=O)NC1(C(F)(F)F)C(=O)Nc2c1c(=O)[nH]c(=O)n2Cc1ccco1 (stereo unspecified),2%
Cc1ccc(NC(=O)CN2C(=O)C(C)Oc3ccccc32)nc1 (stereo unspecified),-6%
Cc1sc2nc(SCc3ccccc3)n(Cc3ccco3)c(=O)c2c1C,-12%
CC1(C)CC(=O)C=C(NCCN2CCN(C(=O)Nc3ccc(Cl)cc3)CC2)C1,-4%
CCOc1ccc(S(=O)(=O)N2Cc3ccccc3CC2C(=O)NCCCn2ccnc2)cc1 (stereo unspecified),-2%
COc1ccc(OC)c(N2CC(O)=C(c3nc4ccccc4s3)C2=N)c1,-7%

# Continued; it opens with the four that closed the last part.
SMILES,EphA4 KYL inhibition
Cc1sc2nc(SCc3ccccc3)n(Cc3ccco3)c(=O)c2c1C,-12%
CC1(C)CC(=O)C=C(NCCN2CCN(C(=O)Nc3ccc(Cl)cc3)CC2)C1,-4%
CCOc1ccc(S(=O)(=O)N2Cc3ccccc3CC2C(=O)NCCCn2ccnc2)cc1 (stereo unspecified),-2%
COc1ccc(OC)c(N2CC(O)=C(c3nc4ccccc4s3)C2=N)c1,-7%
Cc1cccc(C)c1NC(=O)CCCSc1nnc(-c2ccco2)n1-c1ccccc1,-7%
CCOC(=O)Cn1nnnc1C(CC)N(Cc1cccs1)Cc1cc2cc(C)ccc2[nH]c1=O (stereo unspecified),2%
O=C1CC(c2ccccc2)CC(O)=C1C=NCCN1CCN(C(=S)Nc2cccc(Cl)c2)CC1 (stereo unspecified),-11%
CC(C)n1cc(/C=N\NC(=O)c2cc3c(ccc4ccccc43)o2)c2ccccc21,3%
CCC(C)NC(=O)CSc1nc2ccsc2c(=O)n1-c1ccc(OC)cc1 (stereo unspecified),-14%
NC(=O)c1ccsc1NC(=O)CN1C(=O)C2CC=CCC2C1=O (stereo unspecified),-9%
CCn1cnc2c1c(=O)n(Cc1csc(-c3ccccc3)n1)c(=O)n2Cc1ccccc1,3%
Cc1ccc2c(c1)nnn2C1CCN(CC(=O)N2c3ccccc3CC2C)CC1 (stereo unspecified),-7%
CN(c1ccc([N+](=O)[O-])cc1C(=O)Nc1ccccc1)C1CCCCC1,-10%
Cc1cc(NC(=O)CCN2C(=O)/C(=C/c3ccc(F)cc3)SC2=S)no1,-6%
CCOC(=O)N1CCN(C(=O)C(CC)n2nc(C)c3sc4ccccc4c3c2=O)CC1 (stereo unspecified),-9%
CCOC(=O)c1c(NC(=O)CSc2nc3cccnc3n2C)sc(C(C)=O)c1C,-4%
Cc1cc(C)cc(N2C(=O)/C(=C/c3ccc(Oc4ccc([N+](=O)[O-])cn4)cc3)C(=O)NC2=S)c1,9%
CCn1c(N2CCN(CC(=O)c3c[nH]c4ccccc34)CC2)nc2c1c(=O)[nH]c(=O)n2C,-5%
Cc1cccc(N2C(=O)c3ccc(C(=O)O)cc3C2=O)n1,18%
CCSc1nnc(Nc2ccc(C)cc2)s1,-5%
COCCCNC(=O)CCC(=O)Nc1ccc2nc(N3CCOCC3)cc(C)c2c1,-18%
O=C(c1ccc(S(=O)(=O)N2CCC(c3nc4ccccc4s3)CC2)cc1)N1CCOCC1,-13%
Cc1noc(C)c1CSc1ncnc2ccccc12,6%
O=C(Cc1ccc(Cl)cc1)Nc1ccc(Cl)cn1,-9%
CS(=O)(=O)N1CCN(Cc2ccccc2C(F)(F)F)CC1,-10%&-11%
COc1cccc(/C=N/NC(=O)c2cc(-c3cccn3C)n[nH]2)c1,-10%
Clc1ccc(CSc2nnc(-c3sccc3-n3cccc3)o2)cc1,-7%
Cc1cc(-c2nnc(SCc3ccccn3)o2)no1,10%
S=C(NNc1nc2ccccc2s1)NC1CCCCC1,2%
CC1(C)CC(=O)C(C=NCCN2CCN(C(=O)NC34CC5CC(CC(C5)C3)C4)CC2)=C(O)C1,-3%
Oc1csc(Cc2nc(-c3ccc(-c4ccccc4)cc3)cs2)n1,-5%
O=C(Cn1nnc(-c2ccccc2F)n1)NCCc1ccccc1,3%

# Bioassay records: PubChem, Sanford-Burnham Center for Chemical Genomics
